High-throughput results from PubChem.
WRN inhibitor – blocks human WRN helicase; Q14191; WRN helicase unwinding, fluorescent forked duplex, kinetic; Potency, µM (top dose mostly 114 µM), for inactives: at the highest dose activity change, negative = inhibition, actives largely listed as inhibitors; hit rate 0.46% among 360,000; also: potency is read from the fitted curve at half-maximal effect; % is scaled to controls: 0 for no effect and ±100 for the full control effect; nearly all actives have a fitted effect of over 55% in size
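WRN at 20 nM final was preincubated with compound for 15 min at room temperature; reaction started with 100 nM forked duplex oligonucleotide carrying fluorophore and quencher plus 2 mM ATP (final). Unwinding followed kinetically by red fluorescence (ex 525/em 598 nm).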
GLP1R cytotox – cytotoxicity in counter-screen for GLP-1R inverse agonists | Potency, µM (doses to about 38.3 µM), inactives show top-dose activity change, negative = inhibition, most hits filed as inhibitors | hit rate 0.13% among 410,000 | HEK293 cAMP-luciferase reporter cells, luminescence, 24 h;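 also: loss of luciferase light is scored as toxicity; potency is read from the fitted curve at half-maximal effect; % is scaled to controls: 0 for no effect and ±100 for the full control effect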
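To flag toxic compounds, the library was rerun on cells for 24 hr at 37 deg C and 5% CO2. Viability-linked luminescence was captured 12 min after adding luciferase detection reagent.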
PLK1 PBD block – inhibitors of human PLK1 polo-box domain binding; Plk1 PBD binding of FITC phosphopeptide, fluorescence polarization; Potency, µM, inactives show max response, negative = inhibition, hits mostly inhibitors; hit rate 2.8% among 360,000; AID 720504; also: potency is read from the fitted curve at half-maximal effect; series mostly up to about 57 µM; % is scaled to controls: 0 for no effect and ±100 for the full control effect; nearly all actives have a fitted effect of over 65% in size
GLP1R ag – activates the human GLP-1 receptor | Potency, µM (titrated, usually from 45.6 µM), for inactives: top-dose activation, hits mostly activators | hit rate 0.007% among 380,000 | AID 624172 | HEK293 GLP-1R CRE-luciferase, luminescence, 4-6 h; cells express a hypersensitive GLP-1R form; also: potency is read from the fitted curve at half-maximal effect; % of control where 0% means no effect
Target sequence (P43220 whole entry, looked up): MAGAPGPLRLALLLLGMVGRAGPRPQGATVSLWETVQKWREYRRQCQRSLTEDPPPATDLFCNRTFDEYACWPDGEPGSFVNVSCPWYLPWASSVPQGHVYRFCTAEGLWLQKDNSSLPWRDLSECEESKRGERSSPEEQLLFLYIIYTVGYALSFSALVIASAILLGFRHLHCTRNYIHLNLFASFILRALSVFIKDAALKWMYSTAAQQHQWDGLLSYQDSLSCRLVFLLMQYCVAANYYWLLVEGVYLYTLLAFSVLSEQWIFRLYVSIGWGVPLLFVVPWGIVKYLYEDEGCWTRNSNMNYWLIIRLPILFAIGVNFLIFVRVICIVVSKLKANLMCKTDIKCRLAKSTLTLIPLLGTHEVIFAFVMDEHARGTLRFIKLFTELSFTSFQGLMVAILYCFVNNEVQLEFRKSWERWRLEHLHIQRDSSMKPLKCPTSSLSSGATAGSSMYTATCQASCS
PI5P4Ka inh – PI5P4K alpha (human) kinase inhibition. hit rate 1.2% among 330,000. max response, %. P48426. AID 652105. PI5P4Kalpha enzyme, ADP-Glo luminescence, 60 min; stronger effect = lower value; active = max response of -50% or lower; inconclusive = between -30% and -50%; inactive = -30% or higher; also: value at the top dose of about 77 µM; % is scaled to controls: 0 for no effect and ±100 for the full control effect
Target sequence (P48426 whole entry, looked up): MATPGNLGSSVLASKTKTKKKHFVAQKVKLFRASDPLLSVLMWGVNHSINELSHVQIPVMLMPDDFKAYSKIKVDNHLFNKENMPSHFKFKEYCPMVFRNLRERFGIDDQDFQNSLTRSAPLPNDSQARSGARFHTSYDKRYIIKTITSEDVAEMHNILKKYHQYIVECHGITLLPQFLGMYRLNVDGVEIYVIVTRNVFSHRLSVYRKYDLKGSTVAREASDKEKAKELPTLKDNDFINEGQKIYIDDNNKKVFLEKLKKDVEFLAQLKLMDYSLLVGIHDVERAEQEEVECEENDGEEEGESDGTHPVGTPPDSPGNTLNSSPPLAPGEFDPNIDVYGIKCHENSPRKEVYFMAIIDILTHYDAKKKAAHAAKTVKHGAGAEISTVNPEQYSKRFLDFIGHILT
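Human PI5P4Kalpha with substrate in 0.038 M HEPES pH 7.4, 0.28 mM EGTA, 0.1% CHAPS, 5% DMSO; reaction started with 5 microM ATP (final), 60 min at room temperature. ADP formed read by ADP-Glo luminescence.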
GLP1R inv ag – acts as inverse agonist at human GLP-1 receptor. P43220. HEK293 GLP-1R CRE-luciferase, luminescence, 24 h; GLP-1R form is constitutively active. Potency, µM (series often up to 38.3 µM), for the others: at the highest dose activity change, negative = inhibition, usual class: inhibitors. hit rate 1.6% among 410,000; also: potency is read from the fitted curve at half-maximal effect; % is scaled to controls: 0 for no effect and ±100 for the full control effect; nearly all actives have a fitted effect of over 55% in size
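qHTS in 1536-well format: reporter HEK293 cells expressing constitutive GLP-1R activity in DMEM + 10% Nu serum, 24 hr with compounds at 37 deg C, luminescence read after 12 min with detection reagent.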
D3 ag – D3 dopamine receptor (human) agonism; P35462; D3R DiscoveRx beta-arrestin cells, luminescence, 90 min; max activation, %; hit rate 0.58% among 410,000; AID 652048; in the data active = max activation above about 30%; also: 0% is about no effect; mostly tested at two doses, the higher about 12 µM
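Cells at 1500/well, incubated overnight, then treated with pinned compounds (dopamine as control) for 90 min at 37 degrees C. DiscoveRx reagent added for 30 - 60 minutes at room temperature; luminescence read.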
IL2 activator – IL-2 activation; IL-2 activation reporter assay, cell-based qHTS; stimulated with anti-CD3/CD4/CD28 beads; in transgenic mouse T cells; hit rate 0.065% among 360,000; activation, % (series mostly up to about 46 µM); in the data active = activation above about 50%; inconclusive = mostly about 30% to 49%; also: 0% is about no effect
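Unstimulated transgenic mouse T cells preincubated 60 min with compound, then stimulated with anti-CD3/anti-CD4-coated beads plus anti-CD28 for 18 h at 37 degrees C. IL-2 response read as EGFP and DsRed fluorescence by plate cytometry.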
DRD3 antagonist – blocks the human D3 dopamine receptor; P35462; D3R cells, DiscoveRx beta-arrestin luminescence, antagonist mode; stronger effect = lower value; max response, negative = inhibition, %; hit rate 2.5% among 360,000; AID 652054; in the data active = max response below about -50%; inconclusive = no clear call, values can overlap the other calls; also: % is scaled to controls: 0 for no effect and ±100 for the full control effect; mostly tested at two doses, the higher about 12 µM
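Cells expressing the human receptor were seeded at 1500 cells/well, incubated overnight at 37 degrees C in 5% CO2, then exposed to library compounds with dopamine controls for 90 minutes at 37 degrees C before luminescent detection.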
* hit, by the source's call; ? = inconclusive; . = no result given; & = joins results of further samples; [ ] = dose if it differs, or a comment. Unless noted, calls follow the shape of the dose curve; as a rule, active = well fitted curve in the direction sought with a large enough effect; inconclusive = small, poorly fitted or top-dose-only effect, or another doubt; inactive = no such curve, though single readings can be large; an effect the other way counts as inactive or inconclusive.

SMILES | WRN inhibitor | GLP1R cytotox | PLK1 PBD block | GLP1R ag | PI5P4Ka inh | GLP1R inv ag | D3 ag | IL2 activator | DRD3 antagonist
O=C(CNCc1cccc(Cl)c1)N1CCc2ccccc2C1 | 0% | 4% | -5% | 0% | 0 | -29% | -11 | -3.0 | -24
CNCC[C@@H](Oc1ccccc1C)c1ccccc1 | 3% | 14% | -4% | 9% | 0 | ? | -57&-21 | 1.5 | -57*
CCC(C)N1C(=O)CCC1C(=O)NCc1ccc2c(c1)OCO2 (stereo unspecified) | 0% | -35% | -10% | -7% | 0 | -9% | 0 | -0.2 | -11
O=S(=O)(c1ccc(Cl)cc1)N1CCN(Cc2ccncc2)CC1 | 5% | 16% | -18% | 4% | -11 | -17% | -13 | 0.9 | -19
COc1ccccc1CC(=O)Nc1ccc(-c2nnc(-c3ccco3)o2)cc1 | -3% | ? | -5% | -4% | -4 | ? | 4 | -1.1 | 45
O=C(NCCCN1CCOCC1)c1ccc(Br)s1 | -27% | 4% | 2% | -11% | . | 25% | -10 | -1.0 | 35
Cc1ccccc1Nc1nnc(SCC(=O)c2ccc(O)cc2O)s1 | -10% | 2% | -13% | 16% | ? | ? | -1 | 0.2 | 4
O=C(COc1ccc2oc3c(c2c1)CCCC3)Nc1ccc(Br)cc1 | . | 1% | . | 4% | . | 5% | 4 | . | .
Cc1cc(OCC(O)CN)ccc1Cl (stereo unspecified) | 24% | 5%[7.66 µM] | -5% | -4% | 7 | -6%[7.66 µM] | 4 | 1.1 | -3
COc1ccc(CNC(=O)CCSc2ccc(F)cc2)cc1OC | -7% | 7% | -5% | 8% | 0 | -3% | 1 | -0.5 | 3
O=C(O)C1CC=CCC1C(=O)NC12CC3CC(CC(C3)C1)C2 (stereo unspecified) | 1% | -4% | 0% | -7% | -2 | 1% | 4 | 4.0 | 7
CCc1cccc(C)c1NC(=S)NCc1ccccc1 | 5% | ? | -13% | 6% | 5 | ? | -10 | 0.5 | ?
Cc1ccc(NC(=O)C2CCCN(S(=O)(=O)c3cnc[nH]3)C2)cc1C (stereo unspecified) | -4% | -11% | ? | 4% | -1 | -9% | 6 | -0.5 | 18
Cc1ccc(-c2nc(N/N=C/c3ccccc3[N+](=O)[O-])c3ccccc3n2)cc1 | ? | 2% | -1% | 18% | . | 0% | 45* | -0.7 | 35
O=C(Nc1ccc(Cl)cc1F)C1CCN(S(=O)(=O)c2cccnc2)CC1 | -8% | -2% | -2% | 2% | 5 | -2% | 2 | 3.8 | 9
CC(=O)c1sc(NC(=O)CS(=O)(=O)c2ccc(F)cc2)nc1C | -5% | 18% | -10% | -5% | 2 | 22% | 1 | 0.5 | 23
COc1cc(C(=S)N2CCCC2)cc(Cl)c1O | -9% | 2% | ? | -6% | . | 10% | -3 | 0.3 | -6
Cc1ccc2cccc(OCC(=O)Nc3ccc(N4CCOCC4)cc3)c2n1 | -3% | -9% | ? | 1% | -6 | 18% | 0 | -0.1 | 0
COc1ccc(C2=NN(C(=O)C(O)c3ccccc3)C(O)(C(F)(F)F)C2)cc1 (stereo unspecified) | -5%[57.1 µM] | -8% | 3% | 22% | 0 | 10% | 8 | 0.8 | 7
CCn1c(SCC(=O)c2ccc(NC(C)=O)c(OC)c2)nnc1-c1ccc(NS(C)(=O)=O)cc1 | -12% | 10% | -13% | 5% | 6 | 2% | 2 | 2.0 | -7
N#CCN1CCN(CC(=O)Nc2cccc3ccccc23)CC1 | -1% | -6% | -5% | -10% | 0 | -14% | 3 | 0.5 | 1
COc1ccc(CNC(=O)Nc2nc(C(N)Cc3ccc(F)cc3)cs2)cc1 (stereo unspecified) | -8% | -4% | -10% | -1% | 1 | ? | -9 | -0.8 | -18
COC(=O)c1ccc2c(=O)n(Cc3ccc(C(=O)NCCCN4CCOCC4)cc3)c(=S)[nH]c2c1 | -10% | 25% | -21% | 8% | -18 | 5% | -7 | -2.9 | 4
CCOc1ccc(CNC(=O)Cn2nc(C)n3nc(-c4ccccc4)cc3c2=O)cc1 | -1% | -1% | 1% | -8% | -1 | 5% | 5 | -0.4 | 3
c1cc2ccc3ccc(CN4CCOCC4)c4ccc(c1)c2c34 | 2% | 6% | -3% | ? | . | -1% | -32 | -1.5 | ?

Reformatted: 3 of the compounds above.
SMILES,WRN inhibitor,GLP1R cytotox,PLK1 PBD block,GLP1R ag,PI5P4Ka inh,GLP1R inv ag,D3 ag,IL2 activator,DRD3 antagonist
O=C(CNCc1cccc(Cl)c1)N1CCc2ccccc2C1,0%,4%,-5%,0%,0,-29%,-11,-3.0,-24
CNCC[C@@H](Oc1ccccc1C)c1ccccc1,3%,14%,-4%,9%,0,?,-57&-21,1.5,-57*
CCC(C)N1C(=O)CCC1C(=O)NCc1ccc2c(c1)OCO2 (stereo unspecified),0%,-35%,-10%,-7%,0,-9%,0,-0.2,-11

The listing continues.
SMILES | WRN inhibitor | GLP1R cytotox | PLK1 PBD block | GLP1R ag | PI5P4Ka inh | GLP1R inv ag | D3 ag | IL2 activator | DRD3 antagonist
COc1cc(OC)c(NC(=O)/C=C/C(=O)O)cc1Cl | -1% | 3% | -3% | -1% | 7 | -22% | 6 | -1.3 | 0
C/C(=N\NC(=S)Nc1ccccc1)C1Cc2ccccc2C(=O)O1 (stereo unspecified) | -7% | ? | -24% | 2% | -1 | ? | 6 | -1.3 | 5
Cc1ccc(F)cc1NC(=O)CSc1nnc(CNC(=O)c2ccco2)n1C | -2% | 0% | -5% | -8% | 0 | 6% | -8 | -1.2 | -2
Cc1ccc(Nc2nnc(-c3ccc(N4CCOCC4)c([N+](=O)[O-])c3)c3ccccc23)cc1 | -4% | -12% | -16% | 13% | -11 | ? | 2 | -3.3 | -3
CCn1cc(C(=O)OCc2ccc(F)cc2)c(=O)c2ccc(C)nc21 | -3% | 0% | -8% | 26% | . | 0% | -24 | -2.9 | -23
O=C(c1ccc(Br)cc1)N1CCN(c2ccccn2)CC1 | 8% | 1% | -11% | -5% | -3 | 24% | -3 | -1.2 | -10
NC1=NC(=O)/C(=C\c2ccc(-c3ccc(Cl)cc3)o2)S1 | -29% | 1% | -15% | -8% | -21 | -3% | -3 | 0.0 | 36
CCn1c(SC(C)C)nnc1-c1c[nH]c2ccccc12 | 3% | -11% | -4% | 2% | 4 | ? | -8 | -2.2 | -16
CCOC(=O)c1c(NC(C)=O)sc2c(O)c(Br)cc(Br)c12 | -15% | -16% | -10% | -2% | ? | -1% | -12 | -2.0 | -20
COCCNC(=O)C1(C)CCCN(Cc2ccc(-n3ccnc3)cc2)C1 (stereo unspecified) | 3%[57.1 µM] | 3% | -2% | -4% | -5 | 13% | -4 | 1.8 | 3
CCOC(=O)C1CCN(C(=O)CCn2c(=O)c3cccn3c3cccnc32)CC1 | -4% | -7% | 1% | 2% | 2 | 9% | 2 | -0.3 | 6
Cc1cc(C(=O)c2cnc(/N=C/N(C)C)s2)c(F)cc1Cl | -22% | -5% | -4% | 6% | 4 | 2% | 0 | -1.1 | 9
CCN(CC)S(=O)(=O)c1ccc(Cl)nc1 | 6% | 10% | 2% | 4% | -1 | -5% | 5 | -2.0 | 18
COc1ccc(-c2ccc(SCC(=O)Nc3cccc(C(C)=O)c3)nn2)cc1OC | 5% | 7% | -5% | 11% | -3 | 170%[activator] | 2 | -3.7 | 40
COc1ccc(-c2cc(C3CC3)nc3sc(C#N)c(N)c23)cc1 | -11% | 218%[activator] | -7% | 13% | 17 | ? | -2 | -0.3 | -3
O=C(NCc1ccccc1)c1cc[n+]([O-])cc1 | -11%[57.1 µM] | 1% | -5% | -3% | 7 | -13% | -5 | 1.3 | -9
CCN(CC)CCOc1nc(C)nc2c1oc1ccccc12 | -3% | -19% | 27µM* | 9% | -8 | 2% | 0 | -1.7 | ?
Cc1c(O)c(CN2CCCCC2)cc2c1oc(=O)c1ccccc12 | -2% | 5% | -11% | 3% | -1 | -30% | -14 | -0.2 | -1
O=C(Nc1cccc(-c2cn3ccccc3n2)c1)c1cc2ccccc2oc1=O | ? | -3% | -10% | -3% | . | 0% | -13 | -0.3 | -19
Cn1nc(-c2ccc(Cl)cc2)c2cc(C(=O)NC3CC3)sc21 | 3% | -22% | 30µM* | 6% | -19 | 14% | -1 | 2.2 | 10
COc1ccc(CN(CC(=O)NC2CCCC2)C(=O)CCC(=O)Nc2cc(C)on2)cc1 | 0%[57.1 µM] | 22% | -9% | 2% | 3 | -9% | -1 | -1.5 | -9
COc1ccccc1N1CCN(C(=O)c2cc(-c3ccc(Cl)c(Cl)c3)on2)CC1 | 4% | -1% | 2% | -5% | . | -5% | 8 | 0.7 | 5
N#Cc1cccc(S(=O)(=O)NCc2nnc3ccccn23)c1 | 19% | -7% | ? | 1% | 0 | 10% | -4 | 1.4 | -8
CCCn1c(=N)c(S(=O)(=O)c2ccccc2)cc2c(=O)n3ccccc3nc21 | -1% | 13% | 4% | 6% | -5 | 61%[activator] | -7 | -1.3 | -2
COC(=O)C1=C(C(=O)OC)[C@]2([C@H]3CCCCN[C@@H](Cc4ccccc4)C(=O)N3Cc3ccccc3)C=C[C@H]1O2 | -2% | 19% | -5% | -2% | 39 | ? | -6 | -0.5 | -13
CC(C)(C)[C@@H]1COC(=O)[C@H](Cc2ccc(F)cc2)C/C=C\C[C@@H](CC(=O)N(CCO)Cc2ccccc2)C(=O)N1 | 7% | -60% | 3% | -1% | -5 | ? | 42* | -0.4 | 28
COc1ccc(N(CC(=O)NCCSC2CCCCC2)S(=O)(=O)c2ccccc2)cc1OC | -27% | 16% | -8% | 3% | -4 | -8% | 13 | -1.5 | -17
COc1ccc(/C=C/C(=O)c2ccc[nH]2)cc1OC | -12% | 37%[activator] | -7% | 30% | 3 | 0% | -4 | 0.0 | 11
COc1ccc(S(=O)(=O)N2CCCC(C(=O)NCCC(C)C)C2)cc1 (stereo unspecified) | -28% | -9% | 24µM* | 8% | -7 | -22% | -2 | -0.2 | -5
Cc1ccc(S(=O)(=O)N2CCC(C(=O)NNC(=O)c3ccccc3O)CC2)cc1C | -11% | 0% | -7% | -7% | 0 | ? | 2 | 9.8 | 3
